Salmonella PhoP GFP: PhoP regulon inhibitors, Salmonella typhi PhoP promoter GFP reporter, confirmatory (AID 1850); Salmonella Typhi PhoP-promoter GFP reporter, fluorescence, 4 h; higher % means a stronger effect; inhibition, % at 50 µM; hits with a dose series show IC50 in µM; actives 0.33% (n = 310,000); in the data active = a potency from the dose series; inconclusive = inhibition mostly from about 25% at the one dose, without a potency; inactive = the rest, 99 in 100 with inhibition below about 19%;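 also: 0% = induced wells with vehicle and 100% = uninduced wells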
tuberculosis growth: growth inhibition of non-replicating M. tuberculosis (AID 488890) | Mycobacterium tuberculosis non-replicating, growth inhibition; higher % means a stronger effect | one-dose inhibition, % at 25 µM; IC50 in µM for titrated hits | actives 0.39% (n = 320,000); in the data active = a potency from the dose series; inconclusive = inhibition mostly from about 82% at the one dose, without a potency; inactive = the rest, 99 in 100 with inhibition below about 76%;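 also: plate controls were DMSO cells for no effect and high antibiotic wells for full effect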
H37Rv inhibition: M. tuberculosis growth inhibition, HTS (AID 449762) | actives 0.59% (n = 330,000) | M. tuberculosis H37Rv growth inhibition, 7H9 media; higher % means a stronger effect | inhibition, % at 25 µM, or IC50 in µM where a hit was titrated; in the data active = a potency from the dose series; inconclusive = inhibition above about 70% without an active follow-up result;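 also: bacterial growth assessed after seven days of incubation; strong numbers were not always called active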
inhibitors of VEEV: inhibitors of VEEV TC-83 cytopathic effect, confirmation, Vero cells (AID 588727); Vero cells, VEEV TC-83 cytopathic effect inhibition; higher % means a stronger effect; actives 0.13% (n = 350,000); inhibition, % at 20 µM; hits with a dose series show IC50 in µM; in the data active = a potency from the dose series; inconclusive = inhibition mostly from about 14% at the one dose, without a potency; inactive = the rest, 99 in 100 with inhibition below about 12%; also: strong numbers were not always called active
influenza NS1A: H1N1 influenza NS1A inhibitors, functional cell based assay (AID 504329); NS1A functional cell-based assay, percent inhibition; higher % means a stronger effect; one-dose inhibition, % at 12.5 µM; IC50 in µM for titrated hits; actives 0.3% (n = 340,000); in the data active = a potency from the dose series; inconclusive = inhibition above about 27% without an active follow-up result; also: strong numbers were not always called active
inhibitors of VEEV 10K pilot screen: recorded beside inhibitors of VEEV, whose call it bears; inhibition, %; measured here: 10K pilot screen inhibition
* hit, by the source's call; i = inactive; ? = inconclusive; / = no result given.

SMILES	Salmonella PhoP GFP	tuberculosis growth	H37Rv inhibition	inhibitors of VEEV	influenza NS1A	others
CC(C)OCCCNC(=O)CNC(=O)c1cccs1	1%	-5%	-2%	i	-4%
COc1ccc(-c2nc(-c3cccnc3)no2)cc1OC	7%	-3%	-9%	11%	-8%
COC(=O)c1ccccc1NC(=O)CNc1cc(Cl)ccc1N1CCOCC1	-3%	35%	-1%	8.3%	15%
CC(=O)SCCC(=O)Nc1ccccc1	3%	?	?	i	1%
O=S(=O)(Nc1nc2ccc(S(=O)(=O)N3CCCC3)cc2s1)c1ccc(F)cc1	-9%	-1%	-14%	i	-7%
C[C@@H]1CN([C@@H](C)CO)C(=O)Cc2cc(NC(=O)Nc3cccc4ccccc34)ccc2O[C@@H]1CN(C)Cc1ccc(C(F)(F)F)cc1	/	18%	-6%	i	-6%
C[C@H](NC(=O)[C@H]1N2C(=O)c3ccccc3C2SC1(C)C)C(=O)NCc1ccncc1 (stereo not given in full)	7%	3%	-2%	1.8%	4%
COC(=O)c1ccc(C(=O)NC2CCCN(Cc3ccc(Cl)cc3)C2)nc1 (stereo not given)	-8%	?	?	0.8%	-3%
CCOC(=O)Cn1nnnc1CN(Cc1ccccc1)Cc1cc2cc(CC)ccc2[nH]c1=O	-5%	37%	-5%	1.0%	0%
CC(=O)Nc1ccc(S(=O)(=O)NCC(=O)OC(C)c2ccccc2Cl)cc1 (stereo not given)	4%	27%	4%	0.4%	-9%
CCC(=O)N1CC(=O)Nc2ccc(Br)cc2C1c1ccccc1 (stereo not given)	-3%	12%	-4%	0.1%	2%
CN(C)C(=O)c1ccc(NC(=O)CSc2nnc(-c3ccc4c(c3)OCO4)o2)cc1	/	/	/	1.0%	-4%

Part of the list above in order of heavy-atom count, high to low.
SMILES	Salmonella PhoP GFP	tuberculosis growth	H37Rv inhibition	inhibitors of VEEV	influenza NS1A	others
CCOC(=O)Cn1nnnc1CN(Cc1ccccc1)Cc1cc2cc(CC)ccc2[nH]c1=O	-5%	37%	-5%	1.0%	0%
C[C@H](NC(=O)[C@H]1N2C(=O)c3ccccc3C2SC1(C)C)C(=O)NCc1ccncc1 (stereo not given in full)	7%	3%	-2%	1.8%	4%
O=S(=O)(Nc1nc2ccc(S(=O)(=O)N3CCCC3)cc2s1)c1ccc(F)cc1	-9%	-1%	-14%	i	-7%
CC(=O)Nc1ccc(S(=O)(=O)NCC(=O)OC(C)c2ccccc2Cl)cc1 (stereo not given)	4%	27%	4%	0.4%	-9%
CC(C)OCCCNC(=O)CNC(=O)c1cccs1	1%	-5%	-2%	i	-4%
CC(=O)SCCC(=O)Nc1ccccc1	3%	?	?	i	1%

More results follow:
SMILES	Salmonella PhoP GFP	tuberculosis growth	H37Rv inhibition	inhibitors of VEEV	influenza NS1A	others
Cc1ccc(S(=O)(=O)Nc2cccc(C(=O)NCc3ccccn3)c2)cc1F	-4%	3%	1%	0.1%	-1%
CC(=O)N1CCN2C(=O)C1CCCC(=O)c1cc(C(C)C)ccc12 (stereo not given)	-19%	27%	0%	4.8%	-7%
CC(C)OP(=O)(OC(C)C)C(NC(=O)c1ccccc1Br)C(N)=O (stereo not given)	-7%	-28%	1%	i	0%
CCOc1cc(NC(=O)CCl)c(OCC)cc1NC(=O)CCl	15%	69%	?	?	-11%
NS(=O)(=O)c1ccc(CCN2C(=O)/C(=C\c3ccc(Cl)cc3)SC2=S)cc1	-8%	-3%	-16%	i	11%	inhibitors of VEEV 10K pilot screen=6.0
CC1=CN2CC(O)CN=C2C=C1 (stereo not given)	-3%	-7%	-11%	0.8%	5%
Cc1ccccc1C(C(=O)NC1CCCC1)N(C(=O)CNC(=O)c1ccco1)c1cccnc1 (stereo not given)	-8%	1%	1%	/	/
CC(C)(C)NC(=O)NC(=O)COC(=O)Cc1coc2ccc3ccccc3c12	-3%	76%	/	i	-2%
C=CCSc1nnc(N2C(=O)C(O)=C(C(=O)c3ccco3)C2c2ccccc2F)s1 (stereo not given)	4%	32%	9%	3.1%	2%
CCc1cc2c(-c3ccccc3)cc(=O)oc2cc1OC(C)C(=O)NCC1CCC(C(=O)O)CC1 (stereo not given)	-1%	1%	-7%	3.1%	-3%
COc1ccc(N(CC(=O)Nc2cc(OC)c(OC)cc2C(=O)O)S(=O)(=O)c2c(C)noc2C)cc1	-10%	3%	-3%	2.7%	-7%
CC(=O)Nc1ccc(NC(=O)C(C)OC(=O)CNC(=O)c2cccs2)cc1 (stereo not given)	5%	-10%	-6%	2.7%	-8%
O=C(CN1C(=O)c2ccccc2C1=O)NC1CCC(O)CC1 (stereo not given)	/	7%	3%	1.4%	-14%
S=C(NCCc1ccccc1)NCCc1ccccc1	-8%	?	-6%	0.7%	0%
COc1cccc(Nc2nnc(SCC(=O)N(CC(C)C)CC(C)C)s2)c1	-4%	-2%	4%	7.0%	4%
COC(=O)CNC(=O)CSc1nnc(-c2ccc(OC)cc2)n1CC(C)C	-2%	9%	-5%	0.8%	0%
CC(OC(=O)CCc1cc(C(C)(C)C)c(O)c(C(C)(C)C)c1)C(=O)NC1CC1 (stereo not given)	13%	9%	4%	3.9%	-3%
CN(CC(=O)NCc1ccc2c(c1)OCO2)S(=O)(=O)c1ccc(Br)s1	2%	14%	-2%	i	1%
CNc1ccccc(-c2ccc3ccccc3n2)c1=O	-13%	-3%	1%	1.0%	-4%
O=C(c1ccc(N2CCOCC2)nc1)N1CCCCC1	-2%	-15%	1%	0.6%	-5%
COCCNC(=S)N/N=C(\C)c1cccc(OC)c1	-13%	?	6%	1.1%	2%
CC(C)Cc1nnc(NC(=O)C23CC4CC(CC(C4)C2)C3)s1	-4%	15%	64%	1.9%	-3%
O=C(O)CCCNC1=NCCC1	-8%	-7%	-3%	i	-12%
Cc1cccc(OCC(=O)N/N=C/c2cccn2C)c1	3%	4%	-1%	1.0%	0%
COCCCNc1nc2ccccc2nc1NS(=O)(=O)c1cc(Cl)ccc1Cl	0%	7%	-11%	2.2%	-6%
CC1CCCC(C)N1C(=O)CN1C(=O)C(C)(C)Oc2ccc(C(=O)NC3CCCC3)cc21 (stereo not given)	13%	9%	13%	1.6%	-6%
C=CCN(CC=C)C(=O)COn1nnc2ccc(S(=O)(=O)N3CCOCC3)cc21	-1%	-10%	-8%	0.1%	-5%
NC(=O)CSc1nnc(Cn2cnc3ccccc32)o1	-6%	35%	-4%	2.1%	-1%
CN(Cc1cccs1)C(=O)c1cc(S(=O)(=O)N2CCOCC2)ccc1F	/	11%	-6%	1.1%	-10%
COc1cccc(-c2sc3ccc(OC)cc3c2-c2ccc(OCCN3CCOCC3)cc2)c1	/	22%	53%	3.1%	11%	inhibitors of VEEV 10K pilot screen=2.3
CO/N=C/C(c1ccc(Cl)nc1)S(=O)(=O)c1ccccc1 (stereo not given)	-6%	16%	-4%	1.4%	4%
O=C(NCCCO)/C(=C\c1cn(-c2ccccc2)nc1-c1cccnc1)NC(=O)c1ccccc1	-5%	-23%	2%	8.1%	3%
O=C(Nc1ccccc1C(=O)NCCCN1CCOCC1)c1ccccc1	-8%	-18%	-10%	4.5%	-9%
CCOc1ccc(C(O)(CCC(C)C)C(CN2CCOCC2)c2ccccc2)cc1 (stereo not given)	8%	7%	10%	i	-3%
CCc1ccc(N(CC)C(=O)c2ccc3c(Cl)c4c(nc3c2)CCC4)cc1	-1%	53%	-7%	i	13%	inhibitors of VEEV 10K pilot screen=0.6
COc1cccc(C(=O)N2CCN(C(=O)Cc3ccccc3)CC2)c1	-5%	-2%	3%	i	-2%
CCOC(=O)c1cnc(SCc2nc(N)nc(Nc3ccccc3OC)n2)nc1N	-9%	2%	-14%	/	/
Cc1ccc(-n2c(C)cc(C3N=C(N)Nc4nc5ccccc5n43)c2C)c(C)c1 (stereo not given)	21µM*	?	?	0.9%	8%
Cc1nc(C)c(-c2ccn(C(=O)NC(C)C)n2)s1	14%	6%	2%	0.1%	-8%
COc1ccc(C(=O)NCCc2ccccc2)cc1[N+](=O)[O-]	-8%	5%	6%	2.3%	-7%
O=c1c2c3c(sc2nc2n1CCC2)CCCCC3	0%	-3%	-1%	1.4%	-6%
COC(=O)Cn1c(=O)c2c(n(Cc3ccccc3)c1=O)N/C(=C/c1ccc(OC)cc1)C2=O	4%	21%	-9%	i	-15%
O=c1[nH]c(=S)n(Cc2ccc(F)cc2)c(O)c1/C=N/N1CCCCC1	-5%	32%	-8%	3.1%	5%
COc1ccc(OC)c(S(=O)(=O)N2CCCC(C(=O)NC3CC3)C2)c1 (stereo not given)	/	/	/	0.3%	-4%
COc1nc2ccccc2c(=O)n1-c1ccc(Cl)cc1	-5%	9%	5%	0.3%	-8%
COc1cccc(C2C3=C(CC(C)(C)CC3=O)Nc3cc(OC)c(OC)cc32)c1 (stereo not given)	-14%	18%	4%	7.3%	-6%
COc1cc(OC)c(C2=NOC(C(=O)N3CCc4ccccc4C3)C2)cc1Cl (stereo not given)	-5%	25%	4%	i	-2%
COCCn1c(C)cc(C(=O)CSc2nc(C)cc(C)c2C#N)c1C	-6%	24%	-3%	i	7%

Overlap with the part before: three compounds, followed by the next part.
SMILES	Salmonella PhoP GFP	tuberculosis growth	H37Rv inhibition	inhibitors of VEEV	influenza NS1A	others
COc1cccc(C2C3=C(CC(C)(C)CC3=O)Nc3cc(OC)c(OC)cc32)c1 (stereo not given)	-14%	18%	4%	7.3%	-6%
COc1cc(OC)c(C2=NOC(C(=O)N3CCc4ccccc4C3)C2)cc1Cl (stereo not given)	-5%	25%	4%	i	-2%
COCCn1c(C)cc(C(=O)CSc2nc(C)cc(C)c2C#N)c1C	-6%	24%	-3%	i	7%
CCOC(=O)Cc1cc(C)[nH]c1C(=O)OCC	-3%	24%	4%	1.6%	2%
CCC(=O)c1cc2c(C)cc(=O)oc2c(C)c1OC(=O)C(C)C	-12%	0%	-12%	2.0%	8%
Cc1ccc(S(=O)(=O)N2CCOCC2)cc1NC(=O)CSc1ncccn1	2%	-16%	-3%	2.1%	2%
Cc1cccc(NC(=O)c2cc(S(=O)(=O)N3CCc4ccccc43)cn2C)c1	-3%	-21%	-6%	1.4%	6%
CN(C)/C=C1/Oc2c(ccc3ccccc23)C1=O	4%	-5%	-4%	3.4%	-3%
COc1ccc(-c2onc3ccc(Br)cc23)cc1	8%	24%	9%	0.8%	0%
CCOC(=O)c1cnc2c(ccc3ccccc32)c1Cl	10%	16%	0%	0.7%	-5%
COC(=O)c1nc(-c2ccccc2)oc1N(C)C	6%	-14%	0%	1.8%	3%
